Bioassay records from PubChem.
AddAB inh = less growth of phage-infected E. coli with AddAB; E. coli expressing H. pylori AddAB, absorbance growth; inhibition, % at 11.9 µM; 330,000 tested, 0.29% active; in the data active means inhibition above about 12%;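 further: 0% = vehicle wells of infected cells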
Tat export inh = E. coli Tat transport inhibition; E. coli MC4100 TorA-mCherry Tat export, fluorescence; AID 488895; inhibition, % at 10 µM; 340,000 tested, 0.036% active;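 active means mean replicate inhibition at least 50% and at least half of replicates individually reaching 50%; inconclusive means only one of the two criteria met; inactive means neither criterion met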;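 further: exported cargo escapes ClpAP degradation while cytoplasmic cargo is degraded and loses fluorescence; 0% = median of neutral control wells and 100% = median of NaSCN control wells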
Wnt bcat act = activates Wnt/beta-catenin signaling in a reporter cell assay; activator, plate reader; activation, % at 9.35 µM; 300,000 tested, 1.2% active; in the data active means activation above about 30%, passing the limit was not always enough; inconclusive means no clear call, values can overlap the other calls;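 further: 0% = neutral control wells and 100% = positive control wells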
SR-BI uptake up = activators of SR-BI mediated HDL lipid uptake. CHO ldlA[mSR-BI] cells, DiI-HDL uptake fluorescence, 3 h; 100 = double the neutral-control signal. activation, % at 12.5 µM. AID 504775. 320,000 tested, 0.096% active;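 active means mean replicate activation of at least 60% and every replicate at or above 60%; inconclusive means mean or all-replicate condition met, but not both; inactive means mean below 60% and not all replicates reaching 60%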;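 further: 0% = median plate neutral-control signal and 100% = twice that signal; values of inactives mirror those of a sister screen read the other way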
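Test system: SR-BI-overexpressing, LDLR-lacking CHO cells; Medium: Ham's F12 with 0.5% BSA, HEPES 25 mM, pH 7.4; Schedule: 3 h, 37 °C; Technique: bottom-read fluorescence, 550/595 nm.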
phage Ecoli inh = E. coli growth loss with phage present; growth absorbance; inhibition, % at 11.9 µM; 360,000 tested, 0.26% active; AID 651602; in the data active means inhibition above about 11%
CAL PDZ FP-1 = CAL PDZ (human) peptide binding inhibition; Q9HD26; purified CAL PDZ, TMR-peptide fluorescence polarization, 1 h; inhibition, % at 24.9 µM; 300,000 tested, 0.92% active; AID 602252;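 active means mean inhibition of at least 30% with at least half of replicates also reaching 30%; inconclusive means no clear call, values can overlap the other calls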;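 further: 0% = DMSO neutral control and 100% = excess unlabeled competitor peptide PRC23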
MITF act = MITF TRPM1 promoter activation in melanoma cells; SK-MEL-5 TRPM1-promoter luciferase, 24 h; % of positive control, neutral wells = 0; activation, % at 12.5 µM; 300,000 tested, 0.75% active; AID 588334;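 active means mean activation of at least 80% with every replicate also reaching 80%; inconclusive means mean reaches 80% but some replicate falls short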;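 further: 0% = neutral control wells and 100% = parthenolide positive control wells; values of inactives mirror those of a sister screen read the other way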
Ecoli viability = reduces bacterial viability in AddAB counter-screen | E. coli V3065 growth, OD600 absorbance, 18 h | inhibition, % at 11.9 µM | 330,000 tested, 0.27% active;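 active means inhibition above the campaign's mean inhibition across all tested compounds plus 3 SD, cut at about 9.9% in these data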;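 further: uninfected addAB+ strain grown without phage in ampicillin broth; 0% = DMSO wells and 100% = ciprofloxacin 0.95 µg/ml wells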
SR-BI DiI inh = mouse SR-BI HDL lipid transfer inhibition. Q61009. ldlA[mSR-BI] CHO cells, DiI-HDL uptake fluorescence, 3 h. inhibition, % at 12.5 µM. 320,000 tested, 0.96% active. AID 488896;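 active means mean replicate inhibition of at least 70% and a set share of replicates each scoring 70 or more; inconclusive means meets just one of the two criteria; inactive means fails both criteria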;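 further: 0% = median of neutral control wells and 100% = median of positive control wells; values of inactives mirror those of a sister screen read the other way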
Target sequence (Q61009 whole entry, looked up): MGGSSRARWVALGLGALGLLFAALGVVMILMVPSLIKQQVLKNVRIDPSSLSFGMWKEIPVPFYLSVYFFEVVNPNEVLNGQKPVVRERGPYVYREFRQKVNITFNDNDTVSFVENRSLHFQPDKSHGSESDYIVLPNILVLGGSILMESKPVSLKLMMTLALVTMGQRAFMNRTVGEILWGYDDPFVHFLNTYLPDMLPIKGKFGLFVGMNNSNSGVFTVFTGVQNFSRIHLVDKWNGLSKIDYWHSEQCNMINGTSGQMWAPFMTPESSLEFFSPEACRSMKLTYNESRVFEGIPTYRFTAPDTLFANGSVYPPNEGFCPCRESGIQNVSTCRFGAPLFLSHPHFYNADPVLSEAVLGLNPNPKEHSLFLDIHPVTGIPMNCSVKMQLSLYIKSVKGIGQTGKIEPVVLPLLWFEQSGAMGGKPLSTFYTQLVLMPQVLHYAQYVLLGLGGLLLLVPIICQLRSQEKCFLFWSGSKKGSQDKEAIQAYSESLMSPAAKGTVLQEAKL
CAL PDZ FP-2 = inhibitors of human CAL PDZ peptide binding. Q9HD26. purified CAL PDZ, TMR-peptide fluorescence polarization, 1 h. inhibition, % at 20 µM. 330,000 tested, 0.02% active. AID 504414;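 active means highest replicate inhibition of at least 40%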;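 further: plate controls were DMSO neutral control wells for no effect and unlabeled competitor peptide control wells for full effect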
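Test system: purified CerCALP PDZ construct; Compound dosing: one concentration, 20 µM compound; Also added: TMR-labelled reporter peptide T*-PRC34 bound in PDZ groove; Read-out: inhibition from polarization loss; Controls: unlabelled peptide and DMSO controls; Signal: FP readout, S and P plane fluorescence; Incubation: 1 h at RT.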
Numbers without * were called inactive; ? = inconclusive; · = not tested or not shown.

Under each structure – AddAB inh	Tat export inh	Wnt bcat act	SR-BI uptake up	phage Ecoli inh	CAL PDZ FP-1	MITF act	Ecoli viability	SR-BI DiI inh	CAL PDZ FP-2
CN(C)CC/C=C1\c2ccc(F)cc2Sc2cc(F)c(Cl)cc21
→ 4.1	·	-3	·	2.4	·	·	0.8	·	·
Cc1cccc(OCC(=O)Nc2nonc2NC(=O)COc2cccc(C)c2)c1
→ 0.8	-14	·	-8	0.6	-2	11	2.7	8	-1.2
Cc1cc(C)c(S(=O)(=O)c2ccccc2C)c(OCCN(C)C)n1
→ 0.6	-2	-2	2	1.4	-4	0	-1.4	-2	-0.8
COc1ccc2ccc3c(c2c1)N=CC1(O3)N(C)c2ccccc2C1(C)C (centres undefined)
→ -1.4	-3	·	-38	·	-2	-2	-2.3	38	-0.1
COCCNC(=O)c1ccc(CS(=O)(=O)c2ccc(Cl)cc2)o1
→ 4.0	0	·	26	4.3	-16	-8	2.0	-26	-1.6
O=[N+]([O-])c1ccc(N2CCN(c3ccc(F)cc3)CC2)nc1
→ -0.4	-3	4	-17	0.9	1	13	0.0	17	-0.6
CCN(CC)S(=O)(=O)c1ccc(N2CCCC2)c(NS(=O)(=O)c2cccs2)c1
→ 3.4	1	7	5	3.0	5	7	1.8	-5	-0.6
O=C(CN1CCN(c2ccc(Cl)cc2)CC1)c1ccccc1
→ 1.6	-2	1	0	4.3	-3	·	-1.0	0	-0.6
Cc1ccc(S(=O)(=O)NCCCN2CCOCC2)c(C)c1
→ 1.1	-4	·	4	3.1	-1	1	1.3	-4	-2.5
Cc1ccc(/C=N/Nc2ccc(Cl)nn2)cc1
→ 3.2	0	37*	·	0.9	-4	95*	1.0	·	-2.5
CCOC(=O)c1[nH]c(C(=O)O)c(OC(=O)CC)c1C
→ -2.7	4	1	12	2.4	-3	15	-2.4	-12	-1.2
Cc1ccccc1COc1ccc(/C(O)=C2/C(=O)C(=O)N(CCCn3ccnc3)C2c2ccco2)cc1 (centres undefined)
→ -0.8	-1	·	?	0.8	-5	-1	-4.8	-60	-2.8
CCOC(=O)N1CCN(C(=O)C(=O)Nc2sc3c(c2C(=O)O)CC(C)(C)OC3)CC1
→ 0.7	9	-1	27	0.9	1	-7	-0.2	-27	-1.5
COc1ccc(C2=Nc3ccc(C)cc3C(c3ccccc3)N2CC(=O)NN)cc1 (centres undefined)
→ 2.7	-6	1	8	2.6	3	-5	-0.6	-8	-1.0
Cc1cc2ccccn2c1C(=O)c1nc(NCc2ccco2)ncc1Cl
→ 3.4	-7	-2	13	6.9	-2	0	0.3	-13	-2.2
COc1ccccc1CN(C)C(=O)c1cc2ccccc2o1
→ -0.4	0	-2	6	2.3	18	23	1.5	-6	-3.2
CCc1c(O)nc(SCC(=O)Nc2ccc(Br)cc2)n(-c2ccc(C)cc2)c1=O
→ 4.7	-4	3	1	-3.0	1	2	0.2	-1	-2.4
O=C(COC(=O)CNC(=O)c1ccccc1F)NC12CC3CC(CC(C3)C1)C2
→ 0.8	6	-2	10	-0.6	-3	6	-0.9	-10	-0.1
CCCCSc1nc2c([nH]1)c(=S)n(C)c(=O)n2C
→ ·	-6	-3	4	-3.0	-3	-5	·	-4	-1.0
Cc1cc(Cn2nc(C(=O)NCC3CC3)cc2-c2ccccc2)on1
→ 1.9	2	-3	-11	2.1	-7	3	4.5	11	-1.4
CNC(=S)N/N=C/c1c(C)c(C(=O)c2ccc(F)cc2)n2ccccc12
→ -1.4	-11	-1	-54	-1.3	-3	-4	-1.4	54	-0.6
O=C(c1ccc2c(=O)n(-c3ccccc3)c(=S)[nH]c2c1)N1CCN(c2ccccc2)CC1
→ 2.9	-6	0	-3	3.5	-5	-9	0.2	3	-0.4
O=C(O)c1nccnc1C(=O)Nc1ccc(Cl)cn1
→ -0.7	7	2	35	0.0	-5	4	-0.7	-35	-1.5
O=C(Cn1cc2c(n1)CCCC2)NC1CCCCCC1
→ 3.2	-2	-1	7	2.0	0	8	2.2	-7	-0.2
Cc1nn(C(=O)c2ccoc2C)c(N)c1-c1ccccc1
→ 0.5	20	27	-12	2.2	·	·	-1.1	12	-1.6
CC(=O)C1=C(C)N(Cc2ccccc2)C(=O)N[C@H]1c1ccco1
→ -0.3	4	-1	-14	2.5	1	7	2.1	14	0.0
Cc1ccc(NNC2CC(=O)N(c3cccc(Cl)c3)C2=O)cc1 (centres undefined)
→ ·	-7	-1	-10	3.9	-3	6	·	10	-0.2
O=C(Nc1cc(C(F)(F)F)ccc1N1CCOCC1)c1ccco1
→ 3.5	-1	-6	-14	0.8	-3	3	0.7	14	-2.9
COc1cc(/C=N\NC(=O)c2nonc2N)c(OC)cc1Br
→ 0.2	0	·	-26	3.0	-3	-11	-1.3	26	-2.8
O=C(Nc1ccc([N+](=O)[O-])cc1)C1(c2ccccc2)CCOCC1
→ 3.5	2	-2	2	3.6	-1	19	-2.8	-2	-2.9

Complete entries, quoted from the list. Order of screens: AddAB inh	Tat export inh	Wnt bcat act	SR-BI uptake up	phage Ecoli inh	CAL PDZ FP-1	MITF act	Ecoli viability	SR-BI DiI inh	CAL PDZ FP-2
Cc1ccc(NNC2CC(=O)N(c3cccc(Cl)c3)C2=O)cc1 (centres undefined) in the list: ·	-7	-1	-10	3.9	-3	6	·	10	-0.2
CCCCSc1nc2c([nH]1)c(=S)n(C)c(=O)n2C in the list: ·	-6	-3	4	-3.0	-3	-5	·	-4	-1.0

Structures from the list above with an NH in an aromatic ring, in the order listed:
Under each structure – AddAB inh	Tat export inh	Wnt bcat act	SR-BI uptake up	phage Ecoli inh	CAL PDZ FP-1	MITF act	Ecoli viability	SR-BI DiI inh	CAL PDZ FP-2
CCOC(=O)c1[nH]c(C(=O)O)c(OC(=O)CC)c1C
→ -2.7	4	1	12	2.4	-3	15	-2.4	-12	-1.2
CCCCSc1nc2c([nH]1)c(=S)n(C)c(=O)n2C
→ ·	-6	-3	4	-3.0	-3	-5	·	-4	-1.0
O=C(c1ccc2c(=O)n(-c3ccccc3)c(=S)[nH]c2c1)N1CCN(c2ccccc2)CC1
→ 2.9	-6	0	-3	3.5	-5	-9	0.2	3	-0.4

Continued.
Under each structure – AddAB inh	Tat export inh	Wnt bcat act	SR-BI uptake up	phage Ecoli inh	CAL PDZ FP-1	MITF act	Ecoli viability	SR-BI DiI inh	CAL PDZ FP-2
Cc1ccc(N2C(=O)Nc3ccccc3S2(=O)=O)cc1Cl
→ -0.1	-2	-3	9	1.4	11	-2	0.5	-9	-1.0
COCCN(C(=O)C1CCN(C(=O)c2ccccc2C)CC1)c1c(N)n(CC(C)C)c(=O)[nH]c1=O
→ 2.0	-16	-3	29	2.4	-15	3	-0.5	-29	0.0
COc1ccc(NC(=O)NCCN2CCCCC2)cc1
→ 3.0	-6	1	14	1.1	-3	·	-0.2	-14	-0.6
Cc1cc(=O)[nH]c(SCC(=O)N2CCCC2)n1
→ 2.2	4	-1	6	2.9	-1	-1	0.7	-6	1.1
CCOC(=O)C1C(=O)CC(C)(O)C(C(=O)OCC)C1c1cccc(OC(F)(F)C(F)F)c1 (centres undefined)
→ -0.1	-1	-2	-4	1.2	2	·	1.2	4	·
Cc1nn(Cc2nc(-c3cccs3)no2)c(C)c1Br
→ 3.0	-3	-4	-12	2.9	-1	8	-0.5	12	-0.2
CC(=O)Nc1cc(NC(C)=O)c(N=Nc2ccccc2)cc1C
→ 2.0	-9	12	-11	1.1	·	13	2.4	11	-1.0
COCCNC(=S)N(CCc1c(C)[nH]c2ccc(OC)cc12)Cc1ccco1
→ -1.7	3	-2	-28	3.8	-3	-6	-2.3	28	3.0
CCN(C(=O)COC(=O)c1cc2ccccc2cc1O)C1CCS(=O)(=O)C1 (centres undefined)
→ 0.9	-16	-7	-45	3.4	-3	-5	-0.9	45	·
COCCSc1nnc(NC(=O)CCS(=O)(=O)c2ccccc2)s1
→ 2.5	3	-2	·	1.4	-3	·	-2.5	·	-1.5
S=c1[nH]c2ccccc2c2ccccc12
→ 0.7	-4	0	7	-1.0	-3	5	1.4	-7	-1.6
COc1cc(C2N(c3ccccn3)C(=O)C3CCCN32)cc(OC)c1OC (centres undefined)
→ 2.8	-3	-5	11	1.8	0	·	-1.1	-11	-0.4
COC(=O)Cc1csc(Nc2ccccc2Cl)n1
→ 3.6	-10	17	43	3.2	-8	94*	0.9	-43	-1.5
Cc1n[nH]c(=S)n1/N=C/c1ccc(Br)o1
→ 2.8	2	·	36	5.0	0	-5	2.7	-36	-0.4
COc1ccccc1Oc1ncnc2c1oc1ccccc12
→ -0.2	-5	0	2	5.3	-3	1	-1.8	-2	-2.4
O=C(NCCN1CCOCC1)c1ccc(Cl)c(S(=O)(=O)NCc2ccccc2)c1
→ 1.2	-2	1	22	3.4	0	1	-0.1	-22	0.6
CN(Cc1ccco1)C(=O)c1ccc(S(=O)(=O)N2CCCCCC2)cc1
→ 2.2	-3	-1	1	7.1	·	0	2.1	-1	0.0
O=C(CC(C(=O)O)C1CCCO1)Nc1cccc(C(F)(F)F)c1 (centres undefined)
→ -0.3	-2	·	21	3.0	-5	·	-2.3	-21	-1.5
O=C(/C=C/c1ccc2c(c1)S(=O)(=O)N(Cc1ccccc1)[C@H]2CC(=O)N1CCOCC1)N1CCOCC1
→ 0.8	1	1	32	1.4	-5	-4	1.7	-32	0.0
CCC1Sc2ccc(S(=O)(=O)Nc3ccc(OC)c(OC)c3)cc2NC1=O (centres undefined)
→ 0.5	-3	-5	-11	0.7	-11	-18	-0.8	11	-1.0
O=C(Cc1ccc(Cl)cc1Cl)OCC(=O)N1CCN(C(=O)c2ccco2)CC1
→ 1.7	7	-5	5	6.6	2	-4	1.9	-5	-2.7
